GLS inh = qHTS for Inhibitors of Glutaminase (GLS). Glutaminase kidney isoform, mitochondrial (Homo sapiens), O94925. GLS enzymatic activity, qHTS titration. Potency, µM (titrated, usually from 45.5 µM), for the others: at the highest dose activity change, negative = inhibition, usual class: inhibitors. 0.21% of 410,000 active. AID 624170, 2012; note: potency is the fitted concentration of half-maximal effect; % is set by controls: 0 for no effect and ±100 for the full control effect
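Compounds were pin-transferred onto hKGA, after which L-glutamine (1 mM solution) and a detection mix of glutamate oxidase, HRP and Amplex Red were added. Initial and 30 min RT fluorescence reads were collected.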
ERG Ets-DNA blk = qHTS for Small Molecule Inhibitors of the ERG Ets/DNA interaction. Transcriptional regulator ERG (Homo sapiens), P11308. 0.028% of 370,000 active. fluorescence polarization, His-ERG Ets domain / labelled DNA. Potency, µM (doses to about 76.9 µM), for inactives: at the top dose FP activity, negative = inhibition, most hits filed as inhibitors. AID 624246, 2012; active = well fitted inhibition curve with a large enough effect in the polarisation, with a control signal flat; inconclusive = small, poorly fitted or top-dose-only effect, or effect the other way, or a change in a side signal; inactive = no such curve, though single readings can be large or run the other way; the % refers to the polarisation;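 note: polarization taken with two DNA probes labelled with fluorescein and Texas red; potency is the fitted concentration of half-maximal effect; % of control where 0% means no effect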
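His-tagged ERG Ets domain (1 uM in the protein solution; 300mM KCl, 50mM Tris-HCl, 1mM EDTA, 1mM DTT, pH 7.5) received compound, then a probe mix of 5 nM fluorescein-DNA and 100nM Texas-615-DNA. Fluorescence polarization was read for both dyes.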
Pin1 inh = qHTS Assay to Find Inhibitors of Pin1; Peptidyl-prolyl cis-trans isomerase NIMA-interacting 1 (Homo sapiens), Q13526; Pin1 FP peptide displacement, HiFluor488, 10 min; Potency, µM (top dose mostly 115 µM), without a hit: at the top dose activity, negative = inhibition, actives largely listed as inhibitors; 0.009% of 390,000 active; AID 504891, 2011; active = well fitted inhibition curve with a large enough effect in the polarisation, with a control signal flat, not every such curve was filed as active; inconclusive = small, poorly fitted or top-dose-only effect, or effect the other way, or a change in a side signal; inactive = no such curve, though single readings can be large or run the other way; the % refers to the polarisation; note: potency is the fitted concentration of half-maximal effect; % is set by controls: 0 for no effect and ±100 for the full control effect
Target sequence (Q13526 whole entry, looked up): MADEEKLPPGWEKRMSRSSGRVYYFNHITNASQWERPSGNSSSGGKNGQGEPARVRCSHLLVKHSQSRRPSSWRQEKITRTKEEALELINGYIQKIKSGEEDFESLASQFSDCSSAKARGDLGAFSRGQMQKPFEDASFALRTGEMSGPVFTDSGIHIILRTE
JMJD2A Tudor inh = qHTS Assay for Inhibitors of JMJD2A-Tudor Domain | 4.4% of 390,000 active | AID 504339, 2011 | Lysine-specific demethylase 4A (Homo sapiens), O75164 | AlphaScreen JMJD2A-Tudor / H3K4me3 peptide binding | Potency, µM (titrated, usually from 114 µM), inactives show at the highest dose activity change, negative = inhibition, most hits filed as inhibitors; note: potency is the fitted concentration of half-maximal effect; % is set by controls: 0 for no effect and ±100 for the full control effect; nearly all actives have a fitted effect of over 50% in size
PI4K2A block = qHTS for small molecular inhibitors of PI4K2A. 0.13% of 420,000 active. Phosphatidylinositol 4-kinase type 2-alpha (Homo sapiens), Q9BTU6. AID 1346378, 2018. purified PI4K2A, ADP-Glo luminescence, 1 h; active compounds read low. activity change, negative = inhibition, % at 76.9 µM; in the data active = activity change below about -50%; inconclusive = mostly about -30% to -49%;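 note: -100% = wells without enzyme as full effect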
Target sequence (Q9BTU6 whole entry, looked up): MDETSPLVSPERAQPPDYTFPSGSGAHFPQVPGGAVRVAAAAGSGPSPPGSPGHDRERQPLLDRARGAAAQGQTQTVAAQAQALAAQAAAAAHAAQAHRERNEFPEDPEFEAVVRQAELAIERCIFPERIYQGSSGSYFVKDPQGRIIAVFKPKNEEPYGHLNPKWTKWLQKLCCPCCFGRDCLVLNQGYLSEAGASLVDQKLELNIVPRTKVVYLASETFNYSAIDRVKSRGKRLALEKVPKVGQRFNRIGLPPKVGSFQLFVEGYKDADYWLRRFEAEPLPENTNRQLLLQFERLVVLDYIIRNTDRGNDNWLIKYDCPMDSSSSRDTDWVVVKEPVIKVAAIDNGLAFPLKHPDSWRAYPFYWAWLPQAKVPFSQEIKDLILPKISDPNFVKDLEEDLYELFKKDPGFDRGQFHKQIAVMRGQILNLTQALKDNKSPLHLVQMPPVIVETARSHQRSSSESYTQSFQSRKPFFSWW
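ADP-Glo luminescence measured ADP generated by PI4K2A enzyme (4 ug/mL before mixing) with 1.2 mM PI substrate (pre-mix) and 300 microM ATP (pre-mix). Tris pH7.5 buffer with MgCl2, Triton X-100; 1 h reaction at ambient temperature.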
G9a block = qHTS Assay for Inhibitors of Histone Lysine Methyltransferase G9a | Histone-lysine N-methyltransferase EHMT2 (Homo sapiens), Q96KQ7 | G9a H3K9 monomethylation, AlphaScreen, 2 h | Potency, µM (titrated, usually from 102 µM), inactives show at the highest dose activity, negative = inhibition, usual class: inhibitors | 8.8% of 350,000 active; note: potency is the fitted concentration of half-maximal effect; % is set by controls: 0 for no effect and ±100 for the full control effect; nearly all actives have a fitted effect of over 75% in size
Target sequence (Q96KQ7 913-1193 limits assumed): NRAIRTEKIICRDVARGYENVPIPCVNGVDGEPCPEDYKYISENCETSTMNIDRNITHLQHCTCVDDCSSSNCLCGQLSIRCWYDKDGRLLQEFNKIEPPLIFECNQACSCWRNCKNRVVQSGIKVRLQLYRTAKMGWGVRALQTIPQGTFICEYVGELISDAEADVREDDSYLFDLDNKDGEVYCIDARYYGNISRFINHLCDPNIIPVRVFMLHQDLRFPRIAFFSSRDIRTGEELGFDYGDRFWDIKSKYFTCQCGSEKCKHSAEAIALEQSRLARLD
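Using a bead-based AlphaScreen, monomethylated H3K9 product from 2 h room-temperature reactions (G9a 20 nM, peptide 500 nM, SAM 20 uM) was detected with 0.5 ug/mL rabbit anti-H3K9me1 antibody.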
PGK inhibitor = qHTS Assay to Find Inhibitors of Phosphoglycerate Kinase; Phosphoglycerate kinase, glycosomal (Trypanosoma brucei brucei), P07378; PGK/GAPDH coupled, Kinase-Glo luminescence, 60 min; Potency, µM (top dose mostly 57.5 µM), without a hit: at the top dose activity change, negative = inhibition, most hits filed as inhibitors; 0.043% of 380,000 active; AID 602233, 2012; note: potency is the fitted concentration of half-maximal effect; % is set by controls: 0 for no effect and ±100 for the full control effect; nearly all actives have a fitted effect of over 60% in size
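Luminescent ATP detection (Kinase-Glo Plus) follows a 60-minute room-temperature incubation, with wells lacking PGK as controls. Buffer: 100 mM TEA (pH 7.6), 5 mM MgCl2, 0.01% Tween-20. Coupling enzyme GAPDH (100 nM final) supplies unstable 1,3-BPG in-well.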
BAZ2B block = qHTS Assay for Inhibitors of BAZ2B; Bromodomain adjacent to zinc finger domain protein 2B (Homo sapiens), Q9UIF8; AID 504333, 2011; Potency, µM (series often up to 114 µM), for inactives: at the top dose activity change, negative = inhibition, most hits filed as inhibitors; AlphaScreen BAZ2B-H3K14Ac peptide displacement; 4.4% of 360,000 active; note: potency is the fitted concentration of half-maximal effect; % is set by controls: 0 for no effect and ±100 for the full control effect; nearly all actives have a fitted effect of over 60% in size
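BAZ2B (50 nM) with biotin-H3(5-23)K14Ac peptide (50 nM) in PBS pH 7.4, 0.01% Tween-20, preformed 30 min, then compound 30 min at room temperature; top concentration 110uM. AlphaScreen streptavidin donor/nickel chelate acceptor beads (10 ug/mL final), 20 min dark, signal read.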
HP1b chromo inh = HTS for Inhibitors of HP1-beta Chromodomain Interactions with Methylated Histone Tails | Chromobox protein homolog 1 (Homo sapiens), P83916 | AlphaScreen HP1-beta / biotin-H3K9me3 peptide binding | Potency, µM (titrated, usually from 114 µM), inactives show top-dose activity change, negative = inhibition, usual class: inhibitors | 0.56% of 390,000 active | AID 540317, 2011; note: potency is the fitted concentration of half-maximal effect; nearly all actives have a fitted effect of over 70% in size; inactives centre near 23
Target sequence (P83916 whole entry, looked up): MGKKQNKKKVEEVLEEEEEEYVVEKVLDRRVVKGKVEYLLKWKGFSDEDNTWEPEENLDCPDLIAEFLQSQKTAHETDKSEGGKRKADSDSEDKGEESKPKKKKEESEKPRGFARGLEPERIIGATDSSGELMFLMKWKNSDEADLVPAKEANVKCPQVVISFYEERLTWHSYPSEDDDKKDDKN
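HP1-beta protein (50 nM final) preincubated 30 min at room temperature with biotinylated H3(1-18)K9me3 peptide (50 nM) in PBS pH 7.4, 0.01% Tween-20, then compound added for 30 min. AlphaScreen streptavidin donor/nickel chelate acceptor beads (10 ug/mL final), 30 min dark, luminescence read.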
Starred values were filed as active, the others as inactive; i = inactive; ? = inconclusive; . = not tested or not shown; & = joins results of further samples; [ ] = another dose, or the depositor's remark. Unless noted, calls come from the whole dose curve; as a rule, active = well fitted curve in the direction sought with a large enough effect; inconclusive = small, poorly fitted or top-dose-only effect, or another doubt; inactive = no such curve, though single readings can be large; an effect the other way counts as inactive or inconclusive.

SMILES	GLS inh	ERG Ets-DNA blk	Pin1 inh	JMJD2A Tudor inh	PI4K2A block	G9a block	PGK inhibitor	BAZ2B block	HP1b chromo inh
COc1cc(-c2nnc(SCC#CCO)o2)cc(OC)c1OC	-2%	2%	-2%	-14%	-1	12%[59 µM]	4%	-2%	34%
Oc1ccc(/C=N/Nc2cccc3cccnc23)c(O)c1	26%	.	-1%	?	-1	5.6µM*	-8%	-10%	-11%
CCCC(c1nnnn1Cc1ccco1)N1CCC(C(N)=O)CC1 (stereo not drawn)	0%	-1%	10%	-22%	-11	?	-1%	.	40%[activator]
Cc1ccc(NC(=O)Cn2nc(C(=O)Nc3ccc(C)cc3)ccc2=O)cc1	4%&7%	6%&9%	-3%&3%	16%&-2%	-3&-1	9%&3%[59 µM]	6%&1%	-20%&-11%	56%&17%[activator]
CCOC(=O)CSc1nnc(-c2ccco2)n1C	-19%	-4%	-7%	-5%	2	-8%	0%	7%	38%
COc1ccc(NC(=S)NNC(=O)c2nnn(-c3ccccc3)c2C)cc1	-6%	.	15%	-25%	4	11µM*	3%	-32%	11%
CCOc1ccccc1NC(=O)c1cc(CC(C)C)oc1C	3%	3%	-1%	17%	3	-46%[59 µM]	-6%	43%[activator]	79%[activator]
O=C(OCc1ccccc1)c1ccc2c(c1)-c1ccccc1C2=O	6%	1%	0%	-29%	3	5µM*	11%	-29%	-3%
Cc1ccc2c(c1)N(C(=O)CCC(=O)N1CCN(c3cccc(C)c3C)CC1)CCO2	-8%	0%	?	-35%	8	27%	i	-26%	10%
CC(C)N(Cc1ccccc1)C(=S)NCc1ccccc1	-1%	1%	9%	-1%[57.1 µM]	3	9%	3%	10%	58%[activator]
O=C1CC(NS(=O)(=O)c2ccc([N+](=O)[O-])cc2)CN1c1cccc(F)c1 (stereo not drawn)	6%	-2%	8%	-19%	-6	-31%	0%	-11%	-3%
O=C(Nc1cccc2nsnc12)c1cc2c(cc1Cl)Sc1nccn1S2(=O)=O	15%	3%	-5%	-21%	-2	.	-6%	.	17%
Cc1c(Cl)cccc1NS(=O)(=O)c1cccc2nsnc12	-2%	-10%	-1%	-32%	-6	16%[0.501 µM]	-1%	?	-4%
CCC(=O)N=C1SC2CS(=O)(=O)CC2N1c1cccc(OC)c1 (stereo not drawn)	5%	0%	?	-5%	-2	?	2%	-1%	35%[activator]
CCCCNc1ncnc2c1cnn2-c1ccccc1	-2%	-6%	-8%	18%	17	9%[59 µM]	-4%	10%	49%[activator]
CCNC(=S)N1CCc2cc(OC)c(OC)cc2C1COc1ccc(OC)cc1 (stereo not drawn)	9%	0%	-7%	?	-4	50µM*	10%	?	4%
Cc1ccc(OCC(=O)NCCNC(=O)c2ccco2)cc1	-4%	0%	-2%	-7%	-5	1%	i	10%	28%
CNS(=O)(=O)c1cccc(C(=O)OCCCC(=O)c2ccccc2)c1	1%	-3%	1%	-20%	2	-7%[12.7 µM]	-17%	4%	32%
COc1ccc(C(C)=O)cc1CC(=O)NCCCn1ccnc1	-2%	5%	7%	-30%	2	-5%	i	?	8%
CCCn1c(SCCc2ccccc2)nc2c1c(=O)[nH]c(=O)n2C	12%	1%	6%	-2%	3	?	-1%	-2%	5%
CCOc1ccc(NC(=O)CNC(=O)c2ccc(OC)c(OC)c2)cc1	4%	4%	-7%	-10%	-2	5%[59 µM]	-6%	?	7%
O=C(Nc1ccccc1N1CCCCC1)c1cnccn1	0%	-1%	1%	1%	5	28%	-4%	7%	42%[activator]
CNC(=O)c1c(NC(=O)c2cc(=O)c3ccccc3o2)sc2c1CCC2	5%	-9%	10%	-3%	4	1%[59 µM]	1%	3%	26%[57 µM]
O=C(CN1C(=O)c2ccccc2C1=O)OCc1nc2ccsc2c(=O)[nH]1	0%	3%	-1%	-18%	1	-7%[12.7 µM]	i	2%	24%
O=C1c2ccccc2NC(c2ccccc2)N1Cc1ccccc1 (stereo not drawn)	-10%	-2%	-3%	7%	-1	.	0%	.	78%[activator]
Remaining list, next part.
SMILES	GLS inh	ERG Ets-DNA blk	Pin1 inh	JMJD2A Tudor inh	PI4K2A block	G9a block	PGK inhibitor	BAZ2B block	HP1b chromo inh
COc1ccc(CCN(C)C(=O)c2cc(=O)c3ccccc3o2)cc1OC	-7%	24%	-1%	-20%	2	-4%	i	4%	0%
Cc1ccccc1OCC(=O)NCC(=O)OCc1ccc(Br)cc1	7%	18%	?	40%[activator]	-7	.	-7%	12%	104%[activator]
COc1ccc(NC(=O)c2c(NCc3cccc(F)c3)sc3c2CCC3)c(OC)c1	1%	-12%	14%	-30%	-4	?	-2%	-23%	29%
Cc1ccc(CNc2cccnc2)cc1	22%	6%	-5%	-20%	-1	6%	7%	-13%	31%
Cc1cc(=O)[nH]c(SCC(=O)N2c3ccccc3CC2C)n1 (stereo not drawn)	-5%	-4%	-14%	-2%	-3	-2%[12.7 µM]	i	-21%	16%
O=[N+]([O-])c1cn(Cc2ccccc2)cn1	-3%	-12%	-3%	5%	5	31%[59 µM]	3%	-7%	29%
CCCNC(=O)C(Cc1ccccc1F)NC(=O)c1ccccn1 (stereo not drawn)	2%	6%	-9%	-20%	-1	-13%[2.33 µM]	2%	2%	61%[activator]
NNC(=O)c1cc2ccccc2[nH]1	26%	-8%	1%	-8%	-1	10%	3%	-22%	39%[activator]
O=C1NC(c2ccccc2)CCO1 (stereo not drawn)	5%	4%	7%	-11%	3	.	8%	-32%	48%[activator]
NS(=O)(=O)c1ccc(NNC(=O)c2ccccc2C(=O)O)cc1	6%	3%	-9%	5%	0	.	-7%	-10%	50%[activator]
CC[C@@]12C(=O)N(c3ccc(OC)cc3)C(=O)N1[C@H](c1ccc(Cl)cc1)[C@@H]1C(=O)N(C3CCCCC3)C(=O)[C@@H]12	2%	13%	24%	-13%	2	7%	i	-10%	28%
CC(=O)N(Cc1ccc(Cl)cc1)c1cnccn1	1%	2%	2%	-6%	2	11%[2.33 µM]	-1%	-2%	26%
COc1ccc(/C=N/NC(=O)c2ccc(CSc3nc(C)cc(C)n3)cc2)c(OC)c1OC	1%	1%	12%	-5%[57.1 µM]	1	-15%	-3%	1%	30%
CC(C)OCCCn1c(SCC(=O)N2CCCC2=O)nc2ccccc2c1=O	0%	1%	-1%	-12%	1	14%[0.501 µM]	-11%	-6%	21%
Oc1cccc(NC(=S)N=Nc2c(O)[nH]c3ccc(Br)cc23)c1	-21%	-17%	10%	?	-2	.	-9%	?	?
Cc1ccc(C)c(NC(=O)/C(C#N)=C/c2ccc[nH]2)c1	2%	3%	-1%	-17%	-2	-4%	12%	-9%	34%
Cc1cccc2cc(C(c3nnnn3C(C)(C)C)N(Cc3ccco3)CC3CCCO3)c(=O)[nH]c12 (stereo not drawn)	?	-2%	-10%	25µM*	-11	50µM*	?	50µM*	16µM*
O=C(O)c1ccc2oc(=O)c(S(=O)(=O)c3ccccc3)cc2c1	-11%	-5%	-5%	-5%	4	-18%	i	-16%	28%
CN(C)C(CNC(=O)c1coc2ccccc2c1=O)c1ccccc1 (stereo not drawn)	22%	-1%	0%	-16%	10	28%	0%	-23%	-7%
CN(CC(=O)Nc1cccc(F)c1)C(=O)c1cc(=O)[nH]c2ccccc12	8%	14%	2%	-5%	1	8.9µM*	6%	10%	35%
O=C(COC(=O)CNC(=O)c1ccco1)Nc1ccc(Cl)cn1	2%	-10%	6%	-13%	-9	2%[59 µM]	10%	25%	20%
CCc1ccc(CNCc2c(C(=O)O)n(Cc3cccc(F)c3)c3cc(OC)ccc23)cc1	2%	1%	1%	-3%	2	2%[59 µM]	0%	-22%	31%
COc1cc(C(=O)Nc2oc(-c3ccccc3)c(-c3ccccc3)c2C#N)cc(OC)c1OC	0%	-14%	7%	-34%	12	-4%	-5%	0%	19%
Cc1ccc(S(=O)(=O)N2CCOC2CNC(=O)C(=O)NCCN(C)C)cc1 (stereo not drawn)	4%	-1%	-1%	-12%	-1	23%	-11%	1%	17%
O=C1CSC(=S)N1c1ccccc1	-5%	84%[activator]	12%	-13%	-2	.	2%	.	28%
Cn1c(Cn2c(=O)sc3ccccc32)nnc1SCC(=O)NC1CCCC1	3%	1%	-1%	-32%	-1	12%[59 µM]	2%	4%	22%
CC(/C=C/c1ccc(O)cc1)=N/O	18%	2%	2%	-6%	-26	-8%[59 µM]	-13%	11%	12%
COc1cccc(-n2ccnc2SCC(=O)Nc2ccc(Cl)c(Cl)c2)c1	-12%	-2%	4%	-14%	-11	2%[59 µM]	-5%	?	-3%[57 µM]
Cc1[nH][nH]c(=O)c1C(c1ccc([N+](=O)[O-])cc1)c1c(C)[nH][nH]c1=O	5%	-10%	8%	-28%	-15	.	i	-9%	17%

Screens deposited in PubChem by National Center for Advancing Translational Sciences (NCATS).

An unsorted share of the library, and some 11% of all compounds hit somewhere here.
